From PubChem BioAssay
CRFR2-BP ag – agonists of human CRF-binding protein/CRF-R2 receptor complex | HEK293 CRF-R2/CRF-BP, calcium dye fluorescence (FLIPR); percent of saturating CRF peptide response | AID 588473 | actives 0.46% (n = 350,000) | activation, % at 13.2 µM;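 active = activation of at least 50%, plus an integration ratio under a set limit after plate pattern correction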;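 note: plate controls were neutral control wells without compound for no effect and CRF at EC100 for full effect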
IDE cell inh – inhibits human insulin-degrading enzyme in HEK cells; AID 434962; actives 0.41% (n = 320,000); FAbetaB cleavage, fluorescence polarization; inhibition, % at 5.59 µM; P14735;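 active = percent inhibition above the average of all tested compounds plus 3 SD, set per screening campaign, cut at about 16% in these data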;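 note: IDE supplied by intact live HEK cells; FP after avidin binding of uncleaved biotin substrate so inhibition keeps polarization high; 0% = DMSO wells and 100% = 60 µM reference IDE inhibitor Ii1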
Target sequence (P14735 whole entry, looked up): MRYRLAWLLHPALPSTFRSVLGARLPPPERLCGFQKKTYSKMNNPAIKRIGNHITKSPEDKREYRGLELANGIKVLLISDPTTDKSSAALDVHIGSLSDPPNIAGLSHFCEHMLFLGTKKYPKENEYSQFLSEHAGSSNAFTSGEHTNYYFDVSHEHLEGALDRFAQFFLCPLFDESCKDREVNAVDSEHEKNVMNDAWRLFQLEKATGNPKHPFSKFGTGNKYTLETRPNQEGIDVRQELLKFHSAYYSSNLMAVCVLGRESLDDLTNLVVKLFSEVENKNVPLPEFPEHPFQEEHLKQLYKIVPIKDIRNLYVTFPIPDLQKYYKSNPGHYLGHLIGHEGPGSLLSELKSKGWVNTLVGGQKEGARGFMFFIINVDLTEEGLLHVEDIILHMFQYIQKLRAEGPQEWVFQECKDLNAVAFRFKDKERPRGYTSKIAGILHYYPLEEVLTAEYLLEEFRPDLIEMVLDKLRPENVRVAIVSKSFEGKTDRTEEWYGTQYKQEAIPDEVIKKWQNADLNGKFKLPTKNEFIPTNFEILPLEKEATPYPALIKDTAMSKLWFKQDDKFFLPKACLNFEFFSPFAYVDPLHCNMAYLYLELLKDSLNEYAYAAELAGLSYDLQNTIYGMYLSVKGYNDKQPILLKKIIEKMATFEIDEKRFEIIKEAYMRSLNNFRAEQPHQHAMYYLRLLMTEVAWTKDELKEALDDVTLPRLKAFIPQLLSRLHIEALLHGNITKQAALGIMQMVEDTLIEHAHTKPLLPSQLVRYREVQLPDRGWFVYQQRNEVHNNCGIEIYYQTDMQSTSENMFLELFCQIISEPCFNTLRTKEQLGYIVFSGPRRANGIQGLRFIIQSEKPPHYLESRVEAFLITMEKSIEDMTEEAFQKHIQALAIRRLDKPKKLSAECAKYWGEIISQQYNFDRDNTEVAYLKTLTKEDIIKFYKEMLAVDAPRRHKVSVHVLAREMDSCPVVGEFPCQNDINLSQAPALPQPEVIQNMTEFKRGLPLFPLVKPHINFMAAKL
CHRM4 antagonist – antagonists of human muscarinic M4 receptor (CHRM4). P08173. CHO-hM4 cells, ACh EC80, Fluo-8 calcium fluorescence. actives 0.73% (n = 360,000). inhibition, % at 3 µM;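 active = inhibition above its plate's cutoff, the mean inhibition of sample wells plus 3 SD, cut at about 27% in these data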;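 note: 0% = acetylcholine EC80 with DMSO and 100% = DMSO without agonist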
CRFR2-BP antag – blocks CRF-induced signaling of the CRF-BP/CRF-R2 complex; actives 0.59% (n = 350,000); HEK293 CRF-R2/CRF-BP, CRF-induced calcium fluorescence; inhibition, % at 11.8 µM;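 active = inhibition of the ligand-induced calcium signal above about 50% at the single tested concentration, limit read from the data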
M5 antag – blocks acetylcholine activation of human M5 receptor. P08912. CHO-hM5 cells, Fluo-8 calcium fluorescence, ACh EC80. inhibition, % at 3 µM. actives 0.59% (n = 360,000). AID 624040;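 active = inhibition above a per-plate cutoff, the mean of that plate's test compounds plus 3 SD, cut at about 27% in these data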;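 note: 0% = acetylcholine EC80 with DMSO and 100% = DMSO without agonist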
CHRM4 PAM – positive allosteric modulators of human muscarinic M4 receptor; P08173; CHO-K1 hM4/Gqi5, Fluo-8 calcium fluorescence, ACh EC20; 0% = ACh EC20, 100% = maximal ACh; activation, % at 3 µM; actives 0.4% (n = 360,000); AID 624126;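 active = activation above its plate's cutoff, the mean activation of sample wells plus 3 SD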; note: some results filed as inactive read as strong as hits
M5 PAM – positive allosteric modulators of human muscarinic M5 receptor; activation, % at 3 µM; CHO-K1 hM5, Fluo-8 calcium, ACh EC20 PAM; 0% = ACh EC20, 100% = ACh EC100; AID 624038; actives 0.3% (n = 360,000);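 active = activation above the run cutoff, the mean activation of all test compounds plus 3 SD, cut at about 18% in these data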
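Probe or stimulus: acetylcholine, EC20 level; Assay system: human M5 receptor in CHO-K1 cells; Schedule: compound preincubation 140 s before EC20 acetylcholine addition; Technique: intracellular calcium via Fluo-8 fluorescence; Dosing: single-point, 3 µM nominal; Read-out basis: percent activation from peak-over-basal fluorescence ratio, scaled EC20-to-EC100 acetylcholine; Repeats: one well per compound, no replicates.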
CHRM4 agonist – agonists of human muscarinic M4 receptor (CHRM4); P08173; CHO-K1 hM4/Gqi5, Fluo-8 calcium fluorescence; vehicle 0%, full acetylcholine response 100%; activation, % at 3 µM; actives 0.14% (n = 360,000);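 active = activation above the run mean over all test wells plus 3 SD, cut at about 32% in these data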;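 note: peak over basal fluorescence ratio per well then scaled between controls; 0% = DMSO wells and 100% = acetylcholine at EC100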
M5 ag – CHRM5 agonism in calcium assay; P08912; activation, % at 3 µM; CHO-K1 hM5 cells, Fluo-8 calcium fluorescence; 0% DMSO wells, 100% maximal acetylcholine response; actives 0.19% (n = 360,000);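 active = activation above the run's mean over test compounds plus 3 SD, cut at about 23% in these data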;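 note: signal is peak over basal fluorescence ratio across the kinetic read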
The depositor's hits bear a star; nt = not tested or not shown. Random draw from the library; overall some 2.9% were active at least once.

nr	Molecule	CHRM4 antagonist	IDE cell inh	CRFR2-BP antag	M5 PAM	CHRM4 PAM
1	O=C(CCc1nnc(-c2ccc3c(c2)OCO3)o1)N(Cc1ccncc1)CC1CCCO1 (stereo not given)	-0.3	0.0	6.6	-4.8	0.8
2	CCOc1ccc2oc(C(=O)OCC(=O)NC3CCCC3)c(C)c2c1	-2.7	5.0	3.3	-13.5	-0.9
3	Cc1ccc(SCCNC(=O)CN(c2ccc3c(c2)OCO3)S(C)(=O)=O)cc1	0.9	4.6	3.4	5.5	22.3
4	COc1ccc(C2(CNC(=O)c3cccc([N+](=O)[O-])c3)CCOCC2)cc1	2.8	2.3	14.1	-2.2	3.0
5	Cc1cc2n(n1)C(c1ccc3c(c1)OCO3)Nc1ccccc1-2 (stereo not given)	-7.6	4.7	-28.5	0.6	0.7
6	COc1ccc2nc(NC(=O)CN3CCOCC3)sc2c1	9.9	1.2	6.3	-2.2	-3.1
7	CC(=O)c1cccc(NC(=O)COC(=O)CC2CC3CCC2C3)c1 (stereo not given)	7.8	1.9	-0.5	-12.5	-6.4
8	N#Cc1c2ccc([N+](=O)[O-])cc2[n+]([O-])n1-c1ccccc1	2.8	-0.6	nt	-0.8	2.2
9	O=C(c1cccc(S(=O)(=O)N2CCc3ccccc32)c1)N1CCN(CCO)CC1	6.3	0.1	16.8	3.8	-1.2
10	Cc1cccc(NC(=O)c2ccc(OC3CSC3)cc2)c1	-3.9	-3.0	4.1	-9.1	1.8
11	CC(=O)N1Cc2cc(C(=O)NCc3cccc(F)c3)nc(-c3cccc(C4=CCCCC4)c3)c2[C@H]1CCO	9.2	nt	nt	-6.6	0.9
12	CC(C)(C)C(=O)NC(=S)N1CCOCC1	4.4	8.5	-3.1	-4.6	-5.4

nr	CRFR2-BP ag	M5 ag	CHRM4 agonist	M5 antag
1	-1.6	-2.9	1.6	9.6
2	0.3	2.4	4.3	10.2
3	0.1	-3.6	3.2	-10.1
4	-1.2	-0.4	0.5	-1.6
5	1.9	-4.5	0.8	-7.3
6	-2.8	-0.8	0.6	2.5
7	1.1	4.1	4.7	19.4
8	nt	5.4	1.6	0.5
9	1.0	1.1	0.9	-3.3
10	0.1	-3.6	1.7	-2.3
11	nt	6.2	6.3	16.8
12	0.2	-1.3	0.4	5.6

nr	Molecule	CHRM4 antagonist	IDE cell inh	CRFR2-BP antag	M5 PAM	CHRM4 PAM
13	CCOC(=O)c1c(-c2ccccc2)csc1NC(=O)CSc1ccccc1	4.0	-7.3	17.0	-7.5	-4.9
14	O=C(c1cccs1)N1CCCC(c2nc3c(nnn3Cc3c(Cl)cccc3Cl)c(=O)[nH]2)C1 (stereo not given)	-0.6	-0.1	-20.2	-0.8	-2.5
15	Cc1cc(C)n(-c2nc3c(c(=O)[nH]c(=O)n3C)n2C(C)C)n1	-3.5	3.4	-30.6	-0.3	0.2
16	CCOc1ccc(NC(=O)Cn2cncc2-c2ccc([N+](=O)[O-])cc2)cc1	11.1	5.7	44.2	-4.0	-1.6
17	Cc1cc(Br)ccc1NC(=O)c1sc2ncnc(N3CCN(c4ccccn4)CC3)c2c1C	-4.7	-0.4	-16.3	-1.1	3.3
18	Cc1cc(C)c2nc(N3C(=O)C(O)=C(C(=O)c4ccco4)C3c3cccc(O)c3)sc2c1 (stereo not given)	-4.3	2.0	-1.1	16.8	14.8
19	COc1ccc([C@H]2C(C(=O)O)=C[C@@H](CC3CCCC3)N2S(=O)(=O)c2ccc(C)cc2)cc1OC	4.0	3.0	11.1	0.0	-4.4
20	Cc1nc(SCc2ccccc2F)c2oc3ccccc3c2n1	5.3	-1.0	7.5	-4.7	0.3
21	Cc1cc(Cl)nc(Cl)c1C(=O)N1CCOCC1	-4.3	-2.6	-2.8	6.5	7.9
22	O=C(COC(=O)/C=C/c1ccccc1Cl)NC(=O)NCc1ccccc1	9.5	-4.1	-5.5	5.1	3.2
23	CCN(CC)CCCN=C1N[C@@H](c2ccccc2)C(C(=O)OC)=C(C)N1CC	3.1	5.2	1.8	7.8	12.6
24	COc1ccc(C2C(C(=O)c3cccs3)=C(O)C(=O)N2CCN2CCOCC2)c(OC)c1 (stereo not given)	9.9	5.0	0.1	-3.4	-5.0

nr	CRFR2-BP ag	M5 ag	CHRM4 agonist	M5 antag
13	2.5	-1.8	0.4	1.5
14	0.7	-4.5	3.0	1.0
15	3.9	-1.9	0.4	-0.9
16	0.8	0.8	0.6	6.6
17	3.6	-1.3	1.4	2.2
18	-0.5	0.4	0.3	-1.1
19	0.7	2.1	1.5	0.0
20	3.7	-0.8	-0.1	15.3
21	3.3	0.6	1.9	-3.0
22	2.7	-1.6	0.6	13.7
23	-0.8	-6.2	2.5	-3.6
24	-0.4	0.1	0.2	12.5

nr	Molecule	CHRM4 antagonist	IDE cell inh	CRFR2-BP antag	M5 PAM	CHRM4 PAM
25	CCC1C(c2ccccc2)=CCC(C(=O)O)C1C (stereo not given)	1.0	nt	14.0	15.7	17.1
26	CCC(C)C(NC(=O)C1CCC(C)CC1)C(=O)NCc1ccccn1 (stereo not given)	-7.6	-4.3	-0.7	5.8	0.1
27	CC1(c2cccc(Br)c2)NC(=O)N(CC(=O)Nc2ccc(S(N)(=O)=O)cc2)C1=O (stereo not given)	-1.3	1.5	-6.7	4.0	0.8
28	Cc1ccc(SCC(=O)Nc2ccc3c(c2)C(=O)NC3=O)cc1	9.3	1.9	22.1	-11.9	-12.8
29	O=C(NCCc1ccccc1)C1CCN(C(=O)c2sccc2-n2cccc2)CC1	-1.3	-3.0	25.5	-0.9	0.5
30	COC(=O)c1[nH]c2ccc(F)cc2c1NC(=O)Nc1ccc(OC)cc1	-3.5	1.0	18.8	-1.7	-3.7
31	CCn1c(=O)cc(C(=O)OC)sc1=Nc1ccc(F)c(F)c1	-14.6	5.3	15.8	5.9	5.5
32	O=C(COC(=O)c1cc(Cl)ccc1O)c1ccc2c(c1)OCO2	-6.4	-0.6	-1.7	6.7	-0.1
33	CC(OC(=O)CCCNC(=O)c1ccc(Cl)cc1)C(=O)N(C)Cc1ccccc1 (stereo not given)	-11.3	-6.3	15.9	-1.7	1.0
34	COc1ccc(NC(=S)N2CCC(N(C)CC3CCCO3)CC2)cc1Cl (stereo not given)	2.0	9.1	-10.4	-2.7	0.3
35	CC(=O)Nc1ccc(C2=NN(C)C(=NCc3ccccc3)SC2)cc1	4.0	8.3	-0.7	-0.5	-6.4
36	O=C(CCc1ccccc1)NC1C2CC3CC(C2)CC1C3 (stereo not given)	-22.6	3.9	-11.8	3.1	4.3

nr	CRFR2-BP ag	M5 ag	CHRM4 agonist	M5 antag
25	-4.0	-0.2	2.1	-0.9
26	-1.5	1.7	0.5	-0.1
27	1.9	-0.9	-0.5	-6.6
28	0.6	1.6	19.6	12.8
29	-0.1	2.4	4.2	2.0
30	-2.5	-3.3	0.7	2.0
31	1.3	-1.4	-0.6	-3.5
32	0.2	-0.6	0.2	-6.2
33	0.0	-2.6	5.4	-4.7
34	-3.1	-6.1	0.7	6.5
35	-0.1	4.5	7.4	0.3
36	-0.3	-1.2	1.4	-2.7

Compounds listed so far that contain an NH in an aromatic ring:
nr	Molecule	CHRM4 antagonist	IDE cell inh	CRFR2-BP antag	M5 PAM	CHRM4 PAM
14	O=C(c1cccs1)N1CCCC(c2nc3c(nnn3Cc3c(Cl)cccc3Cl)c(=O)[nH]2)C1 (stereo not given)	-0.6	-0.1	-20.2	-0.8	-2.5
15	Cc1cc(C)n(-c2nc3c(c(=O)[nH]c(=O)n3C)n2C(C)C)n1	-3.5	3.4	-30.6	-0.3	0.2
30	COC(=O)c1[nH]c2ccc(F)cc2c1NC(=O)Nc1ccc(OC)cc1	-3.5	1.0	18.8	-1.7	-3.7

nr	CRFR2-BP ag	M5 ag	CHRM4 agonist	M5 antag
14	0.7	-4.5	3.0	1.0
15	3.9	-1.9	0.4	-0.9
30	-2.5	-3.3	0.7	2.0

(cont.)
nr	Molecule	CHRM4 antagonist	IDE cell inh	CRFR2-BP antag	M5 PAM	CHRM4 PAM
37	CSc1nnc(C(C)(C)C)c(=O)n1/N=C/c1ccc(Cl)cc1	-0.3	-0.1	-67.4	14.2	2.7
38	C=CCOc1ccccc1CNc1ccccc1C	2.8	-2.1	8.1	0.0	5.6
39	Cn1nnc2cc(C(=O)NCc3ccc4c(c3)OCO4)ccc21	1.9	5.8	-1.7	-1.9	-3.4
40	CC(C)(C)n1cnc(C(N)=O)c1N	-10.0	0.6	-0.5	-0.4	14.2
41	N/C(=N\OC(=O)Oc1ccccc1)c1ccc(Cl)cc1	-0.3	7.9	1.3	2.3	-0.7
42	Cc1ccc(SCCNC(=O)c2ccc([N+](=O)[O-])c(C)c2)cc1	-4.4	0.1	28.6	-11.0	-12.1
43	COc1c(/C=N/Nc2nc(N3CCCCC3)nc(N3CCCCC3)n2)cccc1[N+](=O)[O-]	7.0	-0.4	-24.6	-2.0	0.9
44	Cc1ccc(/C=N/NC(=O)CN2CCN(Cc3ccccc3Cl)CC2)o1	-15.7	4.2	-4.7	4.2	-15.1
45	CS(=O)(=O)N(CC(=O)N1CCN(c2ccccc2F)CC1)C1CCCCC1	-0.9	0.6	-7.0	-2.9	3.5
46	COCCNS(=O)(=O)c1cccn1-c1ncc(C(F)(F)F)cc1Cl	1.0	0.5	0.7	2.2	-0.5
47	CN1C(=O)C(C)(C)c2cc(S(=O)(=O)N3CCN(c4cccc(Cl)c4)CC3)ccc21	3.5	1.6	37.9	-10.9	-3.0
48	O=C(OCc1cn([C@H]2C[C@H](c3ccc(Cl)cc3)N(CC3CCCCC3)C[C@@H]2O)nn1)c1ccccc1	-11.9	nt	-0.3	0.3	7.3

nr	CRFR2-BP ag	M5 ag	CHRM4 agonist	M5 antag
37	5.8	5.9	-0.5	-6.2
38	0.6	-3.8	-0.8	1.4
39	0.0	-2.9	0.5	1.0
40	-1.4	-2.9	0.7	-1.4
41	0.4	0.3	0.4	-3.1
42	-0.9	-11.1	3.5	10.0
43	1.0	1.2	-0.6	-2.8
44	-5.4	1.1	4.0	6.6
45	2.3	1.1	2.4	9.8
46	-1.6	-1.4	1.4	0.7
47	-4.6	4.3	2.9	-5.2
48	1.4	1.9	0.4	5.9

nr	Molecule	CHRM4 antagonist	IDE cell inh	CRFR2-BP antag	M5 PAM	CHRM4 PAM
49	Cc1cc(O)c(C2=Nc3ccccc3SC(c3ccc(Cl)cc3)C2)c(=O)o1 (stereo not given)	-11.4	3.9	83.5*	0.6	3.7
50	CCc1ccccc1NC(=O)Nc1c(C)n(C)n(-c2ccccc2)c1=O	11.1	-4.7	17.5	3.5	-1.5
51	O=C(NCc1ccccc1Cl)c1cc(C(=O)C2CC2)c[nH]1	-8.8	1.1	-0.3	-8.0	-1.0
52	CC1(C(=O)O)CCCN1C(=O)c1cccc(OC(F)(F)F)c1 (stereo not given)	-4.6	nt	nt	-0.6	-1.1
53	O=C(CCC(=O)Nc1ccccc1)N/N=C/c1cccnc1	-11.7	1.1	1.6	11.1	7.3
54	c1ccc(C2CSc3ccccc3N2)cc1 (stereo not given)	2.1	-2.4	2.6	1.2	-5.5

nr	CRFR2-BP ag	M5 ag	CHRM4 agonist	M5 antag
49	0.0	-3.9	1.4	-2.3
50	8.7	-0.8	0.1	10.4
51	0.2	1.0	6.5	-0.7
52	nt	0.5	0.5	-2.5
53	3.9	0.3	1.3	-32.0
54	-0.1	-3.3	-0.1	14.0
